# GCN5L2 inh: blocks human GCN5L2 histone acetyltransferase; GCN5L2 HAT assay, ThioGlo1 CoA-SH fluorescence; Potency, µM (top dose mostly 58.9 µM), inactives show at the top dose activity change, negative = inhibition, most hits filed as inhibitors; 390,000 tested, 0.21% active
# Target sequence (Q92830 whole entry, looked up): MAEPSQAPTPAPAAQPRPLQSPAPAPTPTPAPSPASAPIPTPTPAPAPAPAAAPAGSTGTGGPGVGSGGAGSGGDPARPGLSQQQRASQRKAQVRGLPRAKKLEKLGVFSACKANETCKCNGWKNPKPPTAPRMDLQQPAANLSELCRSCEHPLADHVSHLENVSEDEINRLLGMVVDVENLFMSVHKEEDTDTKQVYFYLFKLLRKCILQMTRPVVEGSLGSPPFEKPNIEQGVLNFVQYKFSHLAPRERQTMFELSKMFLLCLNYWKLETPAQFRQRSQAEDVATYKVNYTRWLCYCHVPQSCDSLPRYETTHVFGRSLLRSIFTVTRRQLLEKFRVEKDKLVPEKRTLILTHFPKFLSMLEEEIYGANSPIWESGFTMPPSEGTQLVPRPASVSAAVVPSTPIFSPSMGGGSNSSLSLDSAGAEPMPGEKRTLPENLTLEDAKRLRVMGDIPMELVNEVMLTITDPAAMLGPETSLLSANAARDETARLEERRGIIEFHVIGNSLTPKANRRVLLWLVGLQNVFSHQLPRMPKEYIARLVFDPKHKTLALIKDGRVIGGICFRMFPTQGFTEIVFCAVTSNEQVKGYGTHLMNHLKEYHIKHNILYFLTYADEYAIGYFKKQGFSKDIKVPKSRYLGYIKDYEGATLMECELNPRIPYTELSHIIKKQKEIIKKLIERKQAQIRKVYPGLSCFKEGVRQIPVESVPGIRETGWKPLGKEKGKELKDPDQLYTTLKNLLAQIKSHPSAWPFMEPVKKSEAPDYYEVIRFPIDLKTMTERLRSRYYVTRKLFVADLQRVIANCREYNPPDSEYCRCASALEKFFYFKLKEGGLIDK
#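 Fluorescence readout, Ex340nm/Em540nm: ThioGlo1 (50uM final) reacts with free CoA thiol released as 20nM GCN5L2 acetylates H3(1-25) peptide (75uM) using acetyl-CoA (70uM). Compound and enzyme sat 15 min beforehand; 20 min room-temperature reaction.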
# N370S GC mod: inhibits or activates N370S mutant glucocerebrosidase; P04062; N370S GC spleen homogenate, 4MU-glucoside fluorescence; Potency, µM (titrated, usually from 59.4 µM), for the others: at the top dose activity change, negative = inhibition, hits mostly inhibitors; 330,000 tested, 0.092% active;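 further: 0% = full enzyme activity and -100% = no enzyme basal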
# The depositor's hits bear a star; ? = inconclusive; / = no result given; & = joins results of further samples; [ ] = dose if it differs, or a comment. The call rests on the fitted dose curve; in most records, active means well fitted curve in the direction sought with a large enough effect; inconclusive means small, poorly fitted or top-dose-only effect, or another doubt; inactive means no such curve, though single readings can be large; an effect the other way counts as inactive or inconclusive. Unless noted, on the % scale 0 is the no-effect control and ±100 the full control effect; potency means the concentration at half of the fitted maximal effect. An excerpt. The share of hits here may be higher or lower than overall.
# Each structure is followed by: GCN5L2 inh | N370S GC mod
CCCCNc1nc(C)nc2c1nc(-c1ccccc1)n2C1CCN(Cc2ccccc2)C1 (stereo not given)
  / | -16%
C=CCN1c2ccccc2[C@]23C[C@@H](C(=O)OC)N(S(=O)(=O)c4c(C)noc4C)C2=NC(C(=O)OC)=C(C(=O)OC)[C@H]13
  / | 2%[12.8 µM]
COc1ccc2oc(-c3ccccc3)c(OC)c(=O)c2c1
  / | 1%
O=Cc1ccc(OC2C=CC(c3ccccc3)OC2CO)cc1 (stereo not given)
  / | 0%[12.8 µM]
COC(=O)c1ccc(C(/C=C/[C@@H](C)C(=O)NCc2ccc(OC)c(O)c2)NC(=O)OCc2ccccc2)cc1 (stereo not given in full)
  / | 16%
COc1ccc(-c2ccccc2C2NC(C(=O)O)CCC2C)cc1 (stereo not given)
  / | 6%[12.8 µM]
CCCCC[C@H](O)/C=C/C=C\C/C=C\CCCCCCC(=O)O
  / | 11%
COC(=O)[C@@]1(Cc2ccccc2)[C@H]2c3cc(C(=O)N(C)C)n(Cc4ccc(S(C)(=O)=O)cc4)c3C[C@H]2CN1C(=O)c1ccccc1
  / | 1%
CCCn1c(-c2ccc(F)cc2)nc2c(NCCN3CCCCC3)nc(C)nc21
  / | -3%
C/C(CCN1CCc2nc(-c3ccccc3)c(-c3ccccc3)cc2C1)=N\OC[C@@H](O)[C@@H]1O[C@@H]2OC(C)(C)O[C@@H]2[C@H]1O
  / | 2%[12.8 µM]
C=CCNC(=O)N1CCc2nc(-c3ccc(OC)cc3C)c3c(c2C1)CO[C@@H](c1ccccc1)C3
  / | 16%[12.8 µM]
C[C@@H]1CC[C@H]2C(=O)N3[C@@H](CC[C@@H](C)[C@@H]3c3ccc(Br)cc3)C(=O)N2[C@@H]1c1ccc(Br)cc1
  / | 1%[12.8 µM]
CCCC1(C(=O)OC)C=C2C(=C(C)C(=O)C2C)CN1 (stereo not given)
  / | -7%
Cc1ccc(C#N)cc1
  / | -9%
CCCCCCC1=Cc2cc(OC)c(OC)cc2C(C2(C(=O)OCC)CCCC2=O)O1 (stereo not given)
  / | 4%[12.8 µM]
O=C1C[C@H](c2ccccc2)Oc2cc(O)cc(O)c21
  / | 0%
COC(=O)C/C=C\[C@@H](C)[C@@H](/C=N\OCC[C@@H]1C=C[C@H](OC(C)=O)[C@H](COC(C)=O)O1)OC
  / | 5%[12.8 µM]
COc1ccc(OC)c(C2=Nn3c(nnc3-c3ccccc3OC)SC2)c1
  / | -6%
COC(=O)C1=C(C(=O)OC)[C@@H]2N(Cc3ccccc3)c3ccccc3[C@@]23C[C@@H](C(=O)OC)N(S(=O)(=O)c2c(C)noc2C)C3=N1
  / | -1%[12.8 µM]
CC[C@@H]1OC(=O)[C@@H](C)[C@H](O[C@H]2C[C@@](C)(OC)[C@@H](O)[C@H](C)O2)C(C)[C@H](O[C@H]2O[C@@H](C)C[C@@H](N(C)C)[C@@H]2O)[C@@](C)(O)C[C@H](C)C(=O)[C@@H](C)[C@H](O)[C@@]1(C)O (stereo not given in full)
  / | -1%
Cc1cc2c(c(=O)o1)[C@H](O)[C@H]1O[C@@H]1C2=O
  / | -20%[12.8 µM]
CO[C@@H]1COC(=O)C/C=C\[C@@H](C)[C@H](OC)COC(=O)C/C=C\[C@H]1C
  / | 1%[12.8 µM]
CCOC(=O)N/N=C1/C[C@@H](O)[C@@H](O)[C@@H]2[C@@H]3C(=O)N(c4cccc(Oc5ccccc5)c4)C(=O)[C@H]3CC[C@H]12
  / | -14%[12.8 µM]
CCOC(=O)CC(C(=O)OCC)C1CCCCC1=O (stereo not given)
  / | -24%
COC(=O)[C@@H]1C[C@@]2(O)[C@H](O)[C@H](O)[C@H](O)C[C@H]2N1Cc1c(F)cccc1Cl
  / | -7%
COc1cc(C2=N/C(=C\c3ccccc3)C(=O)O2)cc(OC)c1OC
  / | -22%
CCCCc1nc2c(c3c1C[C@H](C)OC3)CN(C(=O)Nc1ccc(OC)cc1)CC2
  / | 6%[12.8 µM]
O=C1[C@H]2CCn3c(=O)n(-c4ccccc4)c(=O)n3[C@H]2[C@H](O)[C@H]2O[C@@H]12
  / | 23%[12.8 µM]
COc1ccccc1/C=C/C1=CC2(C)CC1(C)C(c1ccccc1OC)CC2=O (stereo not given)
  / | -7%[12.8 µM]
CC(=O)C1=C(O)C=C2Oc3c(C(C)=O)c(O)c(C)c(O)c3C2(C)C1=O (stereo not given)
  / | 6%
COC(=O)[C@@]1(Cc2ccc(OC)cc2)[C@H]2c3cc(C(=O)N4CCCC4)n(Cc4ccc(OC(F)(F)F)cc4)c3C[C@H]2CN1C(=O)c1ccccc1
  / | -7%
COc1ccccc1C1=Nn2c(nnc2-c2ccccc2C)SC1
  / | 1%&-3%
CCCCCS(=O)(=O)CCCCCCCCCCn1c(-c2ccc(O)cc2)c(C)c2cc(O)ccc21
  / | -2%
O=[N+]([O-])c1ccc(Cl)cc1Cl
  / | -3%
COC(=O)[C@@]1(Cc2ccc(F)cc2)[C@H]2c3cc(C(=O)N(C)C)n(Cc4ccc(C(F)(F)F)nc4)c3C[C@H]2CN1C(=O)c1ccccc1
  / | -9%
Cc1noc(C)c1-c1ccc2ncnc(NCc3cccn3C)c2c1
  / | -11%
CCCC[C@@H]1C[C@H]1C(NC(=O)c1cccs1)c1ccc(C(F)(F)F)cc1 (stereo not given in full)
  / | 22%
COC(=O)C1=C(C(=O)OC)[C@@H]2N(C)c3ccc(OC)cc3[C@@]23C[C@@H](C(=O)OC)N(S(=O)(=O)c2ccc(C#N)cc2)C3=N1
  / | 2%[12.8 µM]
CC#CCN1c2ccccc2[C@]23C[C@@H](C(=O)OC)N(S(=O)(=O)c4ccc([N+](=O)[O-])cc4)C2=NC(C(=O)OC)=C(C(=O)OC)[C@H]13
  / | 3%[12.8 µM]
CCOC(=O)N/N=C1/C[C@@H](O)[C@@H](O)[C@@H]2[C@@H]3C(=O)N(Cc4ccccc4)C(=O)[C@H]3CC[C@H]12
  / | 1%[12.8 µM]
COc1ccc(-c2nnc3n2N=C(c2c(OC)cccc2OC)CS3)cc1OC
  / | -9%
Cc1ccc(S(=O)(=O)N[C@@H]2COC(=O)C/C=C\[C@H](C)COC(=O)N[C@@H](C)C(=O)C/C=C\[C@H]2C)cc1
  / | -5%[12.8 µM]
O=c1n(-c2ccccc2)c(=O)n2n1CC[C@H]1/C(=N\OCc3ccccc3)[C@H]3O[C@@H]3[C@@H](O)[C@@H]12
  / | -11%[12.8 µM]
COc1ccc(/C=C2\NC(=O)[C@@H]3Cc4ccccc4CN3C2=O)cc1
  / | -1%
C[C@H]1Cc2c(COc3ccccc3)nc3c(c2CO1)CN(S(=O)(=O)c1ccc(C#N)cc1)CC3
  / | -1%[12.8 µM]
CC/C=C\CC[C@H](O)C1=CCCCC1=O
  / | -9%[12.8 µM]
C=CCN1c2ccccc2[C@]23C[C@@H](C(=O)OC)N(S(=O)(=O)c4ccc5c(c4)OCCN5C)C2=NC(C(=O)OC)=C(C(=O)OC)[C@H]13
  / | -11%[12.8 µM]
C=Cc1ccc(C=C)cc1
  / | 19%
N#CCCCS(=O)(=O)c1nc2ccccc2s1
  / | -4%
CC(C)(C)[C@H](NC(=O)c1ccc(N)c(Cl)c1)C(=O)N1CCC[C@H]1C(=O)N[C@H](C#N)Cc1nn[nH]n1
  -5% | /
O=C(O[C@H]1CN2CCC1CC2)N1CCc2ccccc2[C@@H]1c1ccccc1
  4% | /
CC(C)(C)NC[C@H](O)CSc1nc(-c2ccc(C(N)=O)s2)cs1
  -25% | /
CC(C)CCCC(C)N (stereo not given)
  0% | /
CCC(=O)NC(c1cccs1)c1cc([N+](=O)[O-])c2cccnc2c1OC (stereo not given)
  -7% | /
C[Se]CC[C@H](N)C(=O)O
  -9% | /
NC(=O)NS(=O)(=O)c1ccc(N)cc1
  0% | /
O=C(/C=C/c1ccccc1)NCCO
  -8% | /
CC(CN(C)C)CN1c2ccccc2Sc2ccc(C(F)(F)F)cc21 (stereo not given)
  -9% | /
C[N+]1(CC2COC(c3ccccc3)(C3CCCCC3)O2)CCCCC1 (stereo not given)
  22µM* | /
O=[N+]([O-])c1c(Cl)cccc1-c1c[nH]cc1Cl
  -20% | /

# An excerpt from above in order of their number in GCN5L2 inh, lowest first:
compound	GCN5L2 inh	N370S GC mod
CC(C)(C)NC[C@H](O)CSc1nc(-c2ccc(C(N)=O)s2)cs1	-25%	/
CCC(=O)NC(c1cccs1)c1cc([N+](=O)[O-])c2cccnc2c1OC (stereo not given)	-7%	/
CC(C)(C)[C@H](NC(=O)c1ccc(N)c(Cl)c1)C(=O)N1CCC[C@H]1C(=O)N[C@H](C#N)Cc1nn[nH]n1	-5%	/
O=C(O[C@H]1CN2CCC1CC2)N1CCc2ccccc2[C@@H]1c1ccccc1	4%	/

# Following part:
# Each structure is followed by: GCN5L2 inh | N370S GC mod
OC/C=C/c1ccccc1
  -9% | /
C[C@]12CCC(=O)C=C1CC[C@H]1[C@@H]3CC[C@](O)(C(=O)CO)[C@@]3(C)C[C@H](O)[C@@]12F
  0% | /
CN(C)c1ccc(/C=C2/C(=O)N(c3ccc([N+](=O)[O-])cc3)N=C2N2CCOCC2)cc1
  -9% | /
O=Cc1ccccc1C=O
  ? | /
Cc1cccn2c(=O)c(-c3nnn[nH]3)cnc12
  -11% | /
COc1ccc2c(c1)CCC1C2CC[C@@]2(C)C1CC[C@@H]2NCCCCCCN1C(=O)CCC1=O (stereo not given in full)
  -5% | /
NC(=O)CCC1NC(=O)C(Cc2ccccc2)NC(=O)C(Cc2ccc(O)cc2)NC(=O)CCSSCC(C(=O)N2CCCC2C(=O)NC(CCCN=C(N)N)C(=O)NCC(N)=O)NC(=O)C(CC(N)=O)NC1=O (stereo not given)
  -11% | /
O=C1Oc2ccccc2C(=O)C1C(CC(O)c1ccc(-c2ccc(Br)cc2)cc1)c1ccccc1 (stereo not given)
  22µM* | /
CCCCCCCCCCC(CO)CCCCCCCC (stereo not given)
  2% | /
COc1cccc(Cn2ncc3c4sc(B(O)O)cc4n(C)c3c2=O)c1
  6% | /
Cc1ccc2nc3n(c(=O)c2c1)-c1cc(Cl)ccc1C(=O)NC3Cc1ccc(O)cc1 (stereo not given)
  -8% | /
O=C1NC(Cc2ccccc2)c2nc3ccccc3c(=O)n2-c2ccc(Cl)cc21 (stereo not given)
  3% | /
CCN(CC)CCC(=O)N1c2ccccc2Sc2ccc(C(F)(F)F)cc21
  -3% | /
C[C@H](NC(=O)c1nc[nH]c1C(=O)NC1CCNCC1)C(=O)OCc1ccccc1
  -5% | /
O=C(O)CC(O)CC(O)/C=C/c1c(C2CC2)nc2ccccc2c1-c1ccc(F)cc1 (stereo not given)
  7% | /
CCOC(=O)c1c(C)n(C)c2ccc(O)cc12
  -1% | /
CCN(CC)CCNC(=O)COc1ccc(Cl)cc1
  4% | /
O=C1NC(Cc2ccccc2)c2nc3cc(F)ccc3c(=O)n2-c2ccccc21 (stereo not given)
  -6% | /
CC(=O)O[C@H]1C[C@@H]2CC[C@@H]3[C@H](CC[C@@]4(C)[C@H]3C[C@H]([N+]3(C)CCCCC3)[C@@H]4OC(C)=O)[C@@]2(C)C[C@@H]1N1CCCCC1
  -3% | /
CCCCCCCCCCCC(=O)OCC(O)C1OCC(O)C1O (stereo not given)
  ? | /
O=C(O)[C@@H](S)[C@H](S)C(=O)O
  ? | /
O=C1NC(=O)/C(=C/c2ccc3nccnc3c2)S1
  -9% | /
CC(C)(C)CC(C)(C)c1ccc(O)c(-n2nc3ccccc3n2)c1
  -8% | /
Cc1cccc(-c2[nH]c(C(C)(C)C)nc2-c2ccc3nccnc3c2)n1
  -9% | /
CNC1C(O)C(OC2C(NC(=O)C(O)CN)CC(N)C(OC3OC(CN)C(O)C(O)C3O)C2O)OCC1(C)O (stereo not given)
  -15% | /
CCOc1ccc(N=Nc2ccc(N)cc2N)cc1
  -18% | /
CCC(=O)OC1C(N(C)C)CC(C)O[C@H]1O[C@H]1[C@H](C)[C@@H](O[C@H]2CC(OC)[C@@H](O)C(C)O2)[C@H](C)C(=O)O[C@@H](CC)[C@](C)(O)[C@@H](O)[C@H](C)C(=O)[C@@H](C)C[C@]1(C)O (stereo not given in full)
  -6% | /
CC(C)C[C@H](NC(=O)[C@@H](Cc1c[nH]c2ccccc12)NC(=O)[C@@H](Cc1ccc(O)cc1)NC(=O)[C@@H](CO)NC(=O)[C@@H](Cc1c[nH]c2ccccc12)NC(=O)C(Cc1cnc[nH]1)NC(=O)C1CCC(=O)N1)C(=O)N[C@@H](CCCN=C(N)N)C(=O)N1CCC[C@@H]1C(=O)NCC(N)=O (stereo not given in full)
  -9% | /
O=C(Nc1ccc(O)cc1)c1ccccc1O
  -16% | /
CCN(CC)C(=O)/C(C#N)=C/c1cc(O)c(O)c([N+](=O)[O-])c1
  41%[activator] | /
CC(=O)Nc1ccc(OC(C)=O)cc1
  4% | /
O=S(=O)(O)CC(S)CS (stereo not given)
  -19% | /
COc1cc2c(cc1O)CCN[C@@]21CS[C@H]2c3c(OC(C)=O)c(C)c4c(c3C(COC1=O)N1C2C2c3c(cc(C)c(OC)c3O)CC([C@@H]1O)N2C)OCO4 (stereo not given in full)
  -20% | /
COc1cccc(Cn2ncc3c4sc(Br)cc4n(C)c3c2=O)c1
  7% | /

# Compound activity deposited in PubChem BioAssay by National Center for Advancing Translational Sciences (NCATS).
